SKN-1 inh = inhibitors of C. elegans SKN-1; C. elegans VP596 Pgst-4::GFP/RFP ratio, acrylamide-induced, 24 h; AID 624304; inhibition, % at 21.8 µM; 0.49% of 360,000 active;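 active = interference check ratio from 0.5 to 1.5 plus GFP to RFP signal ratio inhibition reaching or exceeding a fixed threshold, cut at about 30% in these data, passing the limit was not always enough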; note: some compounds called inactive have numbers as strong as hits
SUMO1-SIM PPI = modulators of human SUMO1-mediated protein-protein interactions; AID 602429; P63165; inhibition, % at 20 µM; SUMO1 binding to a labelled peptide, TR-FRET, 1 h; 0.33% of 360,000 active; in the data active = inhibition above about 37%
Target sequence (P63165 whole entry, looked up): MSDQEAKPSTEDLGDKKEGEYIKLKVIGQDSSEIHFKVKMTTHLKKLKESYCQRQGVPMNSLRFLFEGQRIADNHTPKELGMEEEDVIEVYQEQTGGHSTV
NadD inh = inhibitors of Staphylococcus aureus NadD; inhibition, % at 20 µM; purified NadD enzyme, colorimetric absorbance read-out; 0.78% of 360,000 active; in the data active = inhibition above about 26%; note: some compounds past the cut are filed as inactive
Neddylation inh = inhibitors of human cullin neddylation; TR-FRET cullin neddylation, biochemical; calls only at 25 µM; 0.58% of 360,000 active; AID 651699; in the data active = inhibition above about 36%
DNMT1 inh = inhibitors of human DNMT1; inhibition (reported as % activation of signal), % at 10 µM; 0.83% of 360,000 active; P26358; DNMT1 molecular beacon, Hinp1I cleavage, fluorescence; in the data active = inhibition above about 50%
LMPTP inh = LMPTP (human) inhibition; P24666; recombinant LMPTP-A, OMFP fluorogenic substrate, fluorescence intensity; inhibition, % at 20 µM; 0.22% of 360,000 active; AID 651560;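 active = compounds that cut the enzyme signal by at least half of the control window in the single-dose screen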;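 note: plate controls were DMSO wells with enzyme plus substrate for no effect and substrate without enzyme for full effect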
Target sequence (P24666 whole entry, looked up): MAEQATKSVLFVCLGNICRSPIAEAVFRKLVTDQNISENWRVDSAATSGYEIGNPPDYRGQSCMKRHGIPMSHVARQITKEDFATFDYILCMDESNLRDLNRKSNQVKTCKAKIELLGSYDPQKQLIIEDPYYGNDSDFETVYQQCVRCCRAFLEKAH
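Assay system: LMPTP-A phosphatase enzyme | Input: 0.625 nM enzyme | Also added: Fluorogenic phosphatase substrate OMFP at 400 µM final | Compound dosing: One test concentration per compound, 20 µM, with 3% DMSO overall | Schedule: 50 min enzyme reaction at room temperature, protected from light | Signal: Fluorescence intensity | Benchmarks: no-enzyme and uninhibited controls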
TbMetRS inhib = Trypanosoma brucei MetRS inhibition; purified T. brucei MetRS, ATP depletion, Kinase-Glo luminescence; 0.4% of 360,000 active; AID 624268; inhibition, % at 11.9 µM;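 active = inhibition above a per-plate cutoff of the control wells' mean inhibition plus 3 SD, cut at about 5.5% in these data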;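 note: 0% = DMSO wells median and 100% = median of wells with control inhibitor compound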
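System: purified T. brucei MetRS enzyme / Detection: Kinase-Glo luciferase luminescence reporting remaining unconsumed ATP / Medium: HEPES buffer with MgCl2, KCl, DTT, spermine, BSA, pyrophosphatase / Replication: singlicate, one well per compound / Evaluation: percent inhibition relative to median high and low control wells / Schedule: 2 h aminoacylation at 25 °C after 15 min preincubation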
STEP inh = blocks human striatal-enriched tyrosine phosphatase; recombinant STEP, OMFP fluorogenic substrate, fluorescence; 0.25% of 360,000 active; inhibition, % at 20 µM; P54829;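 active = inhibition at 20 µM, scaled per plate between control wells, above about 37%, limit read from the data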;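 note: 0% = DMSO with enzyme and substrate and 100% = substrate only without enzyme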
Target sequence (P54829 whole entry, looked up): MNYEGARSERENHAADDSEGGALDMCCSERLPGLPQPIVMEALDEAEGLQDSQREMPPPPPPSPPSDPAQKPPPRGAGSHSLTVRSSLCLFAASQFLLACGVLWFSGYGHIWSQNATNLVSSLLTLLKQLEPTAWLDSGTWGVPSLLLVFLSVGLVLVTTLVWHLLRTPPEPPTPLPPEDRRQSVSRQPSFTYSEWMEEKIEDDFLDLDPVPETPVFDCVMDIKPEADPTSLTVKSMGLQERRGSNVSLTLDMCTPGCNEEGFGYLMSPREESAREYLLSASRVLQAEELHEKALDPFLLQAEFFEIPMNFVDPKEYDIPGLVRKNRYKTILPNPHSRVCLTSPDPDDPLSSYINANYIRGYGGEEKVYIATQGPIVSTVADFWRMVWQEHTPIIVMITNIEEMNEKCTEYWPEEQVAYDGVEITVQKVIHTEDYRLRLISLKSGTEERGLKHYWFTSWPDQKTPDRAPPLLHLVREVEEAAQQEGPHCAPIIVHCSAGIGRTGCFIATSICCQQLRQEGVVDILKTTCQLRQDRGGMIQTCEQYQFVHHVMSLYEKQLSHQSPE
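medium = Bis-Tris buffer pH 6.0, 2.5 mM DTT, 0.005% Tween 20 | test system = STEP (striatal-enriched tyrosine phosphatase) enzyme, cell-free | measure = normalized % inhibition | compound dosing = 20 µM, 1% DMSO | also added = 25 µM OMFP | schedule = reaction 20 min, ambient temperature | measured by = fluorescence read at 480 nm ex / 540 nm em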
NRP1-CendR mod = NRP-1/CendR interaction modulation; FAM-RPARPAR peptide binding to NRP-1, fluorescence polarization; inhibition, % at 25 µM; 0.85% of 360,000 active; AID 602438;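 active = inhibition or corrected inhibition above about 18%, plus a signal ratio from 0.5 to 1.5, limit read from the data, passing the limit was not always enough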; note: strong numbers were not always called active
Scp1 inh = blocks human Scp-1 phosphatase activity. Q9GZU7. Recombinant Scp1, phosphopeptide, malachite green phosphate absorbance. inhibition, % at 20 µM. 0.88% of 340,000 active;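 active = inhibition above about 50% at 20 µM, limit read from the data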;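 note: plate controls were DMSO wells with enzyme for no effect and wells lacking enzyme for full effect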
Target sequence (Q9GZU7 76-261 limits assumed): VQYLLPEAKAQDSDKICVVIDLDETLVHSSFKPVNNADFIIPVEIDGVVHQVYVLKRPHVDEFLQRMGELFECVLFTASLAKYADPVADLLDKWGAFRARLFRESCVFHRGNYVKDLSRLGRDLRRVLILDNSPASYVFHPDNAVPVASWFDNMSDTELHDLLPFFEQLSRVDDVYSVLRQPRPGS
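System: SCP-1 catalytic domain; Reagent: Phospho 17-mer peptide substrate; Doses: one concentration, 20 µM, with 1.0% DMSO; Incubation: 45 min room-temperature reaction, 5 min colour, 30 min stabiliser; Signal: Phosphate-binding colour reagent, absorbance read at 630 nm.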
* hit, by the source's call; i = inactive; . = no result given. Compounds as they come; any-hit rate near 4.6%.

Second line of a record: SKN-1 inh | SUMO1-SIM PPI | NadD inh | Neddylation inh | DNMT1 inh | LMPTP inh | TbMetRS inhib | STEP inh | NRP1-CendR mod | Scp1 inh
- Cn1c(-c2cccc(OCc3ccccc3)c2)nc2c1c(=O)[nH]c(=O)n2Cc1ccccc1
    9 | -11 | 19 | i | 57* | -0.4 | -0.7 | 0 | 1 | -2
- COc1ccc(S(=O)(=O)N2CCCCC2)cc1NC(=O)C1CC1C (stereo not drawn)
    10 | 0 | 2 | i | 3 | -0.2 | -1.0 | 2 | 0 | 2
- O=C(O)CC(SCC(=O)Nc1ccccc1)C(=O)O (stereo not drawn)
    -10 | -5 | -5 | i | 1 | -0.3 | 0.2 | -1 | 2 | 6
- O=C(CO/N=C/c1cccc([N+](=O)[O-])c1)NC1CCCCC1
    2 | -16 | -3 | i | 3 | -0.3 | -0.7 | 0 | -11 | -5
- COc1ccc(SCCc2nnc(-c3ccccc3)o2)cc1
    20 | 2 | -5 | i | 1 | 0.3 | 0.4 | 6 | -2 | 2
- Cc1ccc(C(=O)N2Cc3ccccc3CC2C(=O)O)cc1 (stereo not drawn)
    10 | -3 | -2 | i | -1 | 0.2 | -0.1 | -2 | 3 | -7
- CC(C)(C)OC(=O)[C@H](Cc1ccccc1)NC(=O)c1nc[nH]c1C(=O)N1CCc2ccccc2C1
    1 | 0 | 0 | i | -1 | 3.4 | 0.0 | 0 | -1 | -6
- CCCCn1c(N)c(N(CC)C(=O)CSCc2c(C)noc2C)c(=O)[nH]c1=O
    3 | 9 | -5 | i | 2 | -1.4 | -0.4 | -3 | 15 | -2
- COc1ccccc1NC(=O)COC(=O)CC(C)(C)CC1=NS(=O)(=O)c2ccccc2N1
    1 | -2 | 0 | i | 3 | 0.4 | -0.2 | -3 | -4 | -4
- O=C1NC(Cc2ccc(O)cc2)c2nc3cc(F)ccc3c(=O)n2-c2cc3ccccc3cc21 (stereo not drawn)
    17 | -14 | 12 | i | -5 | 1.6 | -0.5 | 0 | -8 | .
- Cc1nc(C)n(C(Oc2ccc(Cl)cc2Cl)C(=O)C(C)(C)C)n1 (stereo not drawn)
    -3 | 4 | -3 | i | -4 | -1.6 | 0.3 | -2 | -5 | 4
- O=C(Nc1c(F)cc(F)cc1Br)c1cc(-c2ccccc2)on1
    19 | 11 | -4 | i | 2 | -1.8 | -1.8 | 1 | -9 | -6
- CCCCC(=O)Nc1cc(Cl)ccc1C(=O)O
    6 | 0 | -2 | i | 6 | -0.5 | 0.2 | -2 | 0 | -3
- CCn1c(COc2ccccc2)nnc1SCC(=O)NCc1ccco1
    12 | 0 | 2 | i | 3 | 0.1 | -1.1 | 2 | 3 | -1
- COc1ccc(N2CCN(C(=O)C3CCN(S(=O)(=O)c4ccc5c(c4)oc(=O)n5C)CC3)CC2)cc1
    3 | -1 | 2 | i | 6 | -0.5 | 0.2 | 0 | 13 | -7
- Cc1[nH]c2ccc(F)cc2c1CCN(Cc1cccnc1)C(=S)NC(C)(C)C
    15 | 2 | -5 | i | -2 | -0.4 | -0.1 | 0 | -2 | 7
- CNC(=S)Nc1cccc(C(=O)O)c1
    -2 | 2 | 8 | i | -2 | -1.2 | -0.5 | -2 | 17 | -29
- NC(=O)c1c(NC(=O)c2ccc(F)cc2)sc2c1CCC2
    10 | -3 | -6 | i | 23 | 1.9 | -0.5 | 3 | -20 | -9
- CCCCNC(=O)[C@@](CC)(ONc1ccccc1C(F)(F)F)c1cccc2ccccc12
    10 | -8 | 5 | i | 14 | 2.3 | -0.5 | 6 | 18 | -8
- C/C(=N\NC(=O)COc1ccccc1-c1ccccc1)c1ccccn1
    -9 | -1 | 3 | i | 1 | 0.6 | 2.3 | -2 | -2 | -7
- O=C(CNC(=O)c1ccc(Br)cc1)NCC(=O)OCC(=O)c1ccc(F)cc1
    14 | 4 | -5 | i | 0 | 0.4 | -0.3 | -1 | 26* | 1
- N#CC1(Nc2ccc3ccccc3c2)CCCC1
    -2 | -11 | 0 | i | -9 | -2.6 | -0.3 | -2 | 8 | -13
- O=C(O)c1ccc(CSc2nnc(-c3ccc(Cl)cc3)o2)cc1
    -1 | 6 | 2 | i | -1 | 0.4 | -0.4 | 0 | 17 | -8
- CNc1nc(Cl)nc2c1ncn2-c1ccccc1
    14 | -3 | 0 | i | 2 | -0.8 | -0.2 | -2 | 7 | 0
- Cc1ccccc1CC(=O)NCC1CCCCC1
    15 | 1 | -6 | i | 1 | -1.3 | -0.3 | -3 | -1 | -9
- CN1/C(=C/C(=O)C2CCC2)Sc2ccccc21
    10 | 0 | 3 | i | 4 | 0.5 | -0.5 | 1 | -3 | -4
- N#CC1=C(N)C2=C(N3CCCCC3)CCCC2C1(C#N)C#N (stereo not drawn)
    1 | 36 | 1 | i | -12 | 23 | 0.1 | -1 | 3 | 5
- CC(=O)Cn1c(C(F)(F)F)nc2ccccc21
    -15 | 0 | -2 | i | 2 | -0.6 | -0.2 | 4 | -7 | 3
- COC(=O)c1sccc1NC(=O)c1cc(OC)cc(OC)c1
    -17 | 3 | -7 | i | -5 | 1.3 | -0.3 | 1 | 6 | -4
- CC12CCC(=O)C=C1CCC1C2CCC2(C)C(C(=O)CO)CC(O)C12 (stereo not drawn)
    9 | 1 | -2 | i | 3 | 1.8 | -0.3 | -1 | -3 | 0
- COc1cccc(C(=O)OCC(=O)NC(=O)NC2CCCC2)c1O
    0 | 6 | -2 | i | 2 | 0.8 | -0.1 | 0 | 1 | -6
- Cc1ccc(NC(=O)CN2C(=O)CN(C)C2=O)cc1S(=O)(=O)N1CCCCC1
    -1 | 0 | 4 | i | -3 | -1.3 | -0.1 | 1 | 8 | -6
- CCN(CC)CC(=O)Nc1c2c(nc3ccccc13)N(C)CC2
    30 | -4 | -3 | . | -2 | 0.1 | -1.3 | 0 | 15 | -10
- COc1ccc(-c2ccc([C@H]3[C@@H]4C=CCC[C@@]4(C)C(=O)N3Cc3ccccc3)c(F)c2)cc1
    13 | 4 | 2 | i | -8 | 6.4 | -0.5 | 0 | -2 | -3
- COc1cccc(C=NNC(=O)C2CC2)c1
    1 | -6 | -3 | i | 3 | -2.3 | -0.4 | -4 | 1 | -12
- NC(=O)C1CCN(CCCNC2CC(=O)N(Cc3ccc(N4CCCC4=O)cc3)C2=O)CC1 (stereo not drawn)
    -8 | 3 | -2 | i | 2 | -8.4 | -0.3 | 1 | -19 | -4
- COC(=O)C1=C(C)NC(C)=C(C(=O)OC)C1C1CC=CCC1 (stereo not drawn)
    -16 | 1 | -3 | i | -2 | 0.6 | -0.9 | -1 | 4 | -6
- CCC(NC(=S)NCc1ccc(F)cc1)c1ccc(C(C)C)cc1 (stereo not drawn)
    11 | -2 | 1 | i | -1 | 4.9 | 0.2 | 3 | 16 | -8
- O=C(O)CCCC(=O)Nc1ccccc1C(=O)N1CCOCC1
    -4 | -1 | -6 | i | 3 | 0.5 | -0.5 | 0 | 11 | -1
- CC1CCCCC1NC(=O)CO/N=C/c1ccccc1OC(F)F (stereo not drawn)
    0 | 15 | -4 | i | 0 | -0.5 | -0.2 | 2 | -6 | -4
- c1ccc(-c2ccccc2OCCCCN2CCCCCC2)cc1
    2 | 1 | -4 | i | 3 | -0.6 | -0.4 | -2 | 5 | -4
- CCCn1nnc(NC(=O)c2ccc(Cl)cc2Cl)n1
    -7 | 0 | 7 | i | 3 | -1.0 | 0.6 | 3 | -14 | 0
- O=C(CCc1ccc(S(=O)(=O)N2CCOCC2)cc1)OCc1nc2ccccc2s1
    11 | 2 | 3 | i | 99* | -0.8 | -0.6 | -1 | 4 | -2
- O=C(COC(=O)c1ccc(Cl)s1)c1cc2ccccc2o1
    -12 | -12 | 10 | i | -11 | 2.5 | -0.2 | 2 | -50 | -20
- Cc1cc(=O)[nH]c2cc(Cl)ccc12
    9 | -2 | 1 | i | -1 | -0.5 | -0.4 | -1 | 6 | -2
- COc1ccc(/C=C(\NC(=O)c2ccco2)C(=O)N2CCCCC2)cc1
    26 | -1 | -4 | i | -3 | -1.1 | -0.9 | 0 | 1 | -6
- Cc1cccc(C)c1NC(=O)C1(C)CSCC(=O)N1CCc1ccc(O)cc1 (stereo not drawn)
    7 | 2 | . | i | . | -0.5 | -0.3 | . | -2 | .
- COc1cc(C2CC(c3c(C)cc(C)[nH]c3=O)=NN2c2ccccc2F)cc(OC)c1OC (stereo not drawn)
    7 | -8 | 3 | . | 2 | -0.8 | -1.2 | 0 | -26 | -3
- CCOC(=O)N1CCN(CCC(=O)Nc2cc(C)ccc2OC)CC1
    2 | 3 | 0 | i | -1 | 0.3 | -0.1 | -2 | -15 | 2
- Cc1occc1C(=O)NCCCCc1ccccc1
    7 | -1 | 8 | i | -1 | -1.3 | -0.9 | -3 | -7 | -9
- CC(C)C[C@H]1COc2cc(N3CCN(Cc4ccccc4F)CC3)ccc2S(=O)(=O)N1
    9 | 6 | 5 | i | . | -0.4 | -2.1 | . | -9 | .
- C/C(=N/NC(=O)CNC(=O)c1ccccc1)c1ccc(C)cc1
    6 | 0 | -3 | i | -1 | -1.2 | -0.3 | 2 | -2 | -11
- COC(=O)C1C(=O)C=C(Nc2ccc(F)cc2)CC1c1ccc(OC)cc1 (stereo not drawn)
    3 | 1 | -1 | i | 3 | -1.0 | 0.0 | -3 | 6 | -6
- COc1cc(OC)cc(C(=O)Nc2ccc3c(c2)OCCO3)c1
    -3 | 0 | -2 | i | -1 | -0.2 | -0.5 | 2 | 0 | -2
- COc1ccc(S(=O)(=O)Nc2ccc(-c3ccc(N4CCCC4)nn3)cc2)cc1C
    14 | -9 | 22 | i | -9 | 6.2 | -0.3 | 3 | -1 | 7
- COc1ccc(CCC(=O)N2CCN(S(=O)(=O)c3ccc4ccccc4c3)CC2)cc1
    -8 | -1 | -6 | i | -1 | 3.5 | 0.1 | -2 | -13 | -4

Single records (already shown):
CCCCn1c(N)c(N(CC)C(=O)CSCc2c(C)noc2C)c(=O)[nH]c1=O in the list: SKN-1 inh: 3; SUMO1-SIM PPI: 9; NadD inh: -5; Neddylation inh: i; DNMT1 inh: 2; LMPTP inh: -1.4; TbMetRS inhib: -0.4; STEP inh: -3; NRP1-CendR mod: 15; Scp1 inh: -2
O=C(CCc1ccc(S(=O)(=O)N2CCOCC2)cc1)OCc1nc2ccccc2s1 in the list: SKN-1 inh: 11; SUMO1-SIM PPI: 2; NadD inh: 3; Neddylation inh: i; DNMT1 inh: 99*; LMPTP inh: -0.8; TbMetRS inhib: -0.6; STEP inh: -1; NRP1-CendR mod: 4; Scp1 inh: -2
